# Source: PubChem BioAssay
# PAD4 FP inh – human PAD4 inhibitors, primary screen, biochemical, fluorescence polarization, 1536-well format. recombinant PAD4, RCA probe fluorescence polarization. Protein-arginine deiminase type-4 (Homo sapiens), Q9UM07. actives 0.41% (n = 330,000). inhibition, % at 6.36 µM;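 active means percent inhibition above a cutoff equal to the mean of all tested compounds plus 3 SD, cut at about 15% in these data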;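 further: 0% = PAD4 with RCA probe and DMSO and 100% = probe without PAD4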
# Fam108B counter – mouse Fam108B serine hydrolase inhibitors, primary screen, counter-screen for RBBP9 inhibitor project, biochemical, fluorescence polarization | recombinant Fam108B, FP-Rh probe fluorescence polarization | inhibition, % at 9.51 µM | actives 0.33% (n = 300,000) | AID 1947, 2009;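 active means inhibition above the screen mean inhibition plus 3 SD, computed separately per campaign, cut at about 18% in these data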;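 further: inhibitors lower polarization as less probe binds the enzyme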
# GSTO1 inh – inhibitors of recombinant GSTO1, primary screen, counter-screen for RBBP9 inhibitor project, biochemical, fluorescence polarization; Glutathione S-transferase omega-1 (Homo sapiens), P78417; activity-based probe fluorescence polarization; inhibition, % at 5.96 µM; actives 1.1% (n = 300,000);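 active means inhibition above the campaign mean inhibition plus 3 SD, cut at about 35% in these data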;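 further: 0% = GSTO1-1 with DMSO and 100% = wells lacking GSTO1-1 enzyme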
# Target sequence (P78417 whole entry, looked up): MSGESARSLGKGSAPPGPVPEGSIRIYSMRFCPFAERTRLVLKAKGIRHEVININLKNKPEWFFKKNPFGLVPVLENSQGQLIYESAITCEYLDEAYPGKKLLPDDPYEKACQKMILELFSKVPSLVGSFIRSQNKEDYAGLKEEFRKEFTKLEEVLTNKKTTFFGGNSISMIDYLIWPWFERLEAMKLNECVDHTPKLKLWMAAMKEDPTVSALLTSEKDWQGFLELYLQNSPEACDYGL
# TPT1 inhibitor – Candida albicans TPT1 enzyme inhibitors, primary screen, biochemical, fluorescence polarization | inhibition, % at 5 µM | actives 0.81% (n = 300,000) | AID 1962, 2009 | tRNA 2'-phosphotransferase TPT1 (Candida albicans SC5314) | recombinant caTPT1, FP RNA substrate dephosphorylation;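 active means inhibition above the mean of all tested compounds plus 3 SD, set per screening campaign, cut at about 24% in these data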;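 further: plate controls were DMSO alone for no effect and ferristatin control at 100 nM for full effect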
# BCLXL inh – inhibitors of human Bcl-xL, primary screen, biochemical, fluorescence polarization, HTS; Bcl-2-like protein 1 (Homo sapiens), Q07817; GST-Bcl-xL / FITC-Bim BH3 peptide fluorescence polarization; inhibition, % at 10.9 µM; actives 0.7% (n = 320,000);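 active means inhibition above the mean of all tested compounds plus 3 SD, cutoff set per campaign, cut at about 30% in these data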;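 further: 0% = DMSO wells and 100% = unlabeled Bim-BH3 peptide competitor; inhibitors lower millipolarization by displacing the labeled peptide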
# MEX-5 binding – MEX-5 zinc finger RNA-binding disruptors – biochemical, C. elegans, fluorescence polarization, MLPCN library, primary screen; MEX-5/FITC-TCR2 RNA binding; hits give low values; actives 0.38% (n = 300,000); activity score (negative = inhibition of binding), % at 10 µM; Zinc finger protein mex-5 (Caenorhabditis elegans), Q9XUB2;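 active means inhibition past about -25% in most replicates, and total fluorescence under double the plate's negative control median, limit read from the data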;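 further: 0% = DMSO and -100% = 5 µM competing unlabeled TCR2 RNA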
# GLD-1 RNA inh – GLD-1/TGE RNA complex disruptors, primary screen, biochemical, fluorescence polarization | Female germline-specific tumor suppressor gld-1 (Caenorhabditis elegans), Q17339 | purified GLD-1 + fluorescein TGE RNA | inhibition, % at 5.96 µM | actives 0.44% (n = 320,000) | AID 2280, 2010;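 active means percent inhibition above a per-plate cutoff, the plate mean of test compounds plus 3 SD, cut at about 30% in these data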;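 further: 0% = DMSO wells with GLD-1 and probe and 100% = wells lacking GLD-1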
# Target sequence (Q17339 whole entry, looked up): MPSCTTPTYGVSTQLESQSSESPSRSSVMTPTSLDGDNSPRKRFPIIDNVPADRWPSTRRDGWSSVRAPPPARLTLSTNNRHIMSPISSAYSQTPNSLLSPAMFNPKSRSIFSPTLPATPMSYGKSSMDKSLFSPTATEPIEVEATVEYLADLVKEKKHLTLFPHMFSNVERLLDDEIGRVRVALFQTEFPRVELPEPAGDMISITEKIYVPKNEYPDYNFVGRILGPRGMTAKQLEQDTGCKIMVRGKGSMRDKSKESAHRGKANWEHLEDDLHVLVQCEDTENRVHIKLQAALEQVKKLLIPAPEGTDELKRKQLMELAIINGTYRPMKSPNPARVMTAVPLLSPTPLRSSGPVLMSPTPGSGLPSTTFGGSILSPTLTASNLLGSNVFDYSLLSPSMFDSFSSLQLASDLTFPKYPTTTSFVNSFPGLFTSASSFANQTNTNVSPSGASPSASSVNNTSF
# PME-1 primary – PME-1 inhibitors via competitive probe labeling, primary screen, biochemical, fluorescence polarization, FP-Rh probe, HTS; Protein phosphatase methylesterase 1 (Homo sapiens), Q9Y570; recombinant PME-1; inhibition, % at 5.9 µM; actives 0.53% (n = 320,000);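 active means inhibition above the campaign mean of all compounds plus 3 SD, cut at about 26% in these data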;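 further: competitive labeling of PME-1 active site by serine hydrolase directed probe; 0% = PME-1 with DMSO and 100% = wells lacking PME-1 enzyme; inhibitors block probe labeling so polarization falls and inhibition rises; many of its hits are not listed in these tables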
# Target sequence (Q9Y570 whole entry, looked up): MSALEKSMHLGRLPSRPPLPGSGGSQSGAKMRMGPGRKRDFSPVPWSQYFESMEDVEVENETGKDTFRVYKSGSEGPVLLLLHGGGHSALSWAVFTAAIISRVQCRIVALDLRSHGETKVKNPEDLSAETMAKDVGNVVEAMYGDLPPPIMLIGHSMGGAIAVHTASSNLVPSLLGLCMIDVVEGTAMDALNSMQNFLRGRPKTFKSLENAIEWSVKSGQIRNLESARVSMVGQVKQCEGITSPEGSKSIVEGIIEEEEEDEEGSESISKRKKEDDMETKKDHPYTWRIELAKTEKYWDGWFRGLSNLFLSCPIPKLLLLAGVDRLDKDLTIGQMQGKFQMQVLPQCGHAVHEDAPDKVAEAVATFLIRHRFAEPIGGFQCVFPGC
# MCL1 BIM primary – inhibitors of MCL1 binding to BIM-BH3, primary screen, biochemical, fluorescence polarization. GST-MCL1 / FITC-Bim-BH3 fluorescence polarization. inhibition, % at 10.9 µM. Induced myeloid leukemia cell differentiation protein Mcl-1 (Homo sapiens), Q07820. AID 2057, 2009. actives 0.68% (n = 320,000);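 active means inhibition above the mean inhibition of all tested compounds plus 3 SD, set per campaign, cut at about 40% in these data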;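 further: 0% = DMSO wells and 100% = unlabeled Bim-BH3 peptide control; higher means more loss of mP so more displacement of Bim peptide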
# * marks the source's active call; other numbers are inactive results; nt = no result given.
SMILES,PAD4 FP inh,Fam108B counter,GSTO1 inh,TPT1 inhibitor,BCLXL inh,MEX-5 binding,GLD-1 RNA inh,PME-1 primary,MCL1 BIM primary
COc1ccc2c(c1)[nH]c1c(=O)n(CCC3=CCCCC3)cnc12,3.0,-2.5,-4.5,-0.5,1.3,-0.8,1.4,3.0,-5.5
COC(=O)c1ccc(NC(=O)Nc2ccc(F)c(Cl)c2)cc1,-4.5,-29.1,-46.2,1.8,-0.3,0.1,7.7,-83.7,-4.9
CCN1C(=O)CC(N2CCC(C(=O)N3CCOCC3)CC2)C1=O (stereo not drawn),-0.9,1.7,1.3,1.0,2.6,-1.6,4.4,-3.7,4.7
CCCSC1=C(C#N)C(c2cccnc2)C(C(=O)OCC)=C(c2ccccc2)N1 (stereo not drawn),4.9,2.5,0.1,-1.3,2.4,-2.8,3.8,1.7,4.2
CCCCN(CC)CCCNC(=O)c1csc2c1CCCCC2,0.0,0.1,-2.3,2.0,-1.5,1.8,-0.8,-9.3,-6.7
COc1cccc(C(=O)Nc2c3c(nc4c2CCC4)CCCC3)c1,6.9,4.0,0.6,-3.2,7.2,-0.3,-4.2,1.8,3.1
O=C(/C=C/c1ccccc1Cl)c1ccc(O)cc1,0.7,-3.1,-17.2,-1.9,-0.2,0.5,6.7,-1.6,-0.9
CCOc1[nH]n(-c2ccccc2)c(=O)c1C=NCC(=O)OC,-0.4,-1.2,16.7,2.8,1.0,1.6,-3.0,-0.5,3.7
CCCS(=O)(=O)c1nc(S(=O)(=O)c2ccc(C)cc2)c(N2CCC3(CC2)OCCO3)s1,-4.0,2.7,-3.0,1.4,5.5,-0.3,5.2,0.0,10.4
O=C(c1ccc(C(F)(F)F)cc1)C1CCCN(Cc2cccn2-c2ncccn2)C1 (stereo not drawn),4.7,3.5,2.5,-0.1,1.4,0.6,-1.0,8.8,-0.4
O=C(CCCOc1ccc(Cl)cc1Cl)N/N=C/c1ccc(Cl)cc1,-3.2,-2.7,0.6,-3.3,2.5,2.1,2.0,-1.1,4.7
CC1NC(=O)NC1CCCCC(=O)O (stereo not drawn),-4.2,0.1,1.2,-1.2,-2.2,-1.4,-12.7,-3.5,4.4
COc1ccc(N2CC(C(=O)Nc3ccc(S(=O)(=O)N4CCOCC4)cc3)CC2=O)cc1 (stereo not drawn),0.4,1.8,-4.2,-1.2,-9.7,0.1,-5.1,-2.1,-18.3
COC(=O)N/N=C(\C)c1ccccc1Br,2.0,1.9,-5.7,-0.1,4.4,4.8,-0.1,-4.7,-3.7
O=C(COC(=O)COc1ccc2ccccc2c1)NC1CCCc2ccccc21 (stereo not drawn),-4.0,0.1,-0.2,-1.2,-0.4,1.6,-0.8,7.2,-3.2
CC1CCC(C(=O)NC(C(=O)N2CCN(c3ccccn3)CC2)C(C)C)CC1 (stereo not drawn),0.5,0.0,-6.8,1.3,-2.5,-0.4,4.8,-8.1,-1.0
O=C(Nc1cccc(Cl)c1)Nc1ccc2c(c1)C(=O)OC2,-3.2,1.9,-1.0,0.9,6.3,-0.9,1.8,4.5,8.4
O=C(Cc1nn[nH]n1)NCc1ccccc1Cl,-7.4,1.0,3.1,4.8,2.3,-2.1,6.0,-0.9,-4.4
CCOC(=O)c1oc2ccc(Br)cc2c1COC(=O)C1=COCCO1,-0.8,3.3,-4.2,0.2,2.8,1.7,2.2,-6.2,-2.2
CCOc1ccccc1NC(=O)c1cnccn1,1.2,-1.4,0.4,-1.0,0.9,2.3,-0.2,0.9,7.6
CCOc1cnc(-c2ccccc2F)o1,-4.0,-5.4,1.9,-7.2,6.3,-1.4,4.1,2.5,7.5
CCc1cccc(NS(=O)(=O)c2ccc3c(c2)NC(=O)CO3)c1,-2.4,3.2,36.6*,-1.6,1.9,1.9,2.7,5.9,1.1
Cc1cc(C)n2nc(SCC(=O)N3CCN(c4ccc(F)cc4)CC3)nc2n1,-0.9,nt,nt,nt,3.2,nt,5.1,-2.7,1.9
O=C(COC(=O)C(Cc1ccccc1)NC(=O)c1ccco1)NC1CC1 (stereo not drawn),0.1,3.1,1.3,-0.5,0.0,3.4,-3.6,-3.4,-7.2
CCOc1ccccc1NC(=O)C(CC)Sc1nc2ccsc2c(=O)n1CCC(=O)O (stereo not drawn),-6.6,-1.7,-4.0,3.7,4.9,-5.4,-1.8,-1.4,5.9

# (cont.)
SMILES,PAD4 FP inh,Fam108B counter,GSTO1 inh,TPT1 inhibitor,BCLXL inh,MEX-5 binding,GLD-1 RNA inh,PME-1 primary,MCL1 BIM primary
CNC(=O)Cn1nc(-c2ccc(C)c(S(=O)(=O)N(C)C)c2)c2ccccc2c1=O,-6.0,-0.3,2.5,0.8,6.2,1.0,2.5,2.7,-1.9
COc1ccc2cc(C(N)=O)/c(=N/NC(=O)c3ccco3)oc2c1,0.6,0.8,-1.9,-2.2,4.5,-1.6,5.6,2.6,11.0
Cc1ccc(CNC(=O)C(C(=O)NCc2ccc(C)o2)c2ncc(C(F)(F)F)cc2Cl)o1,2.8,0.8,-4.6,-0.7,0.9,0.7,-1.7,7.3,12.3
COc1cc(OC)c(/C=N/NC(=O)c2ccc([N+](=O)[O-])cc2)cc1Br,1.7,1.1,1.5,-1.3,1.4,1.5,8.1,-0.5,6.7
Cc1c(C(=O)O)cccc1-c1ccc(/C=N/n2cnnc2)o1,1.7,1.1,14.8,-5.2,4.6,-4.3,4.6,-0.2,9.5
O=C(COC(=O)CC(NC(=O)c1ccccc1Cl)c1ccccc1)Nc1cccc(F)c1 (stereo not drawn),-2.5,3.7,8.7,-3.3,4.9,0.8,1.5,-1.2,0.2
COc1ccc(C(=O)NC(CC(=O)O)c2cc([N+](=O)[O-])ccc2Cl)cc1 (stereo not drawn),3.6,2.8,-0.3,-3.6,5.8,-2.4,7.3,-3.1,-3.4
COCC(=O)Nc1ccc(S(=O)(=O)NCC2CCCO2)cc1 (stereo not drawn),1.6,-1.0,12.1,-4.5,1.5,-0.3,4.6,-7.8,-5.4
COc1ccc(NC(=O)CC2C(=O)N(c3cccc(OC)c3)C(=O)N2Cc2ccco2)cc1 (stereo not drawn),-1.9,5.1,3.4,-1.4,-0.9,-5.1,5.7,-1.3,4.3
O=C(NCc1ccncc1)c1ccc(Cl)c(S(=O)(=O)N2CCOCC2)c1,0.0,-2.8,2.3,-3.8,2.8,-0.1,4.2,-2.1,5.0
O=C(c1ccco1)N1CCN(C(=S)NC2CC3CCC2C3)CC1 (stereo not drawn),-5.5,0.3,-10.4,2.7,0.8,-0.8,-4.3,-0.8,3.4
Cc1ccc(S(=O)(=O)N(Cc2n[nH]c(=S)n2-c2ccccc2)c2cccc(Cl)c2)cc1,-4.6,0.1,-1.1,-1.5,0.4,2.0,3.1,-3.0,-3.3
Cc1ccc(-n2nnnc2SCC(=O)c2ccc3c(c2)NC(=O)CO3)c(C)c1,6.0,-0.5,5.8,-4.9,-7.8,0.7,1.2,-5.1,-8.9
Nc1nc(C2C(=O)CCCC2=O)cs1,1.0,-0.5,0.1,0.4,10.0,-5.1,10.1,-6.1,9.1
O=C(Nc1nc2ccccc2n1CCN1CCOCC1)c1cn(-c2ccccc2)nc1-c1ccccc1,0.3,-5.3,-10.5,-3.8,2.6,-1.1,3.4,-11.3,11.1
CC(=O)c1ccc(-c2nc3ccccc3n2C)o1,3.3,-1.5,6.8,4.2,1.1,-7.1,0.6,-6.4,1.8
O=C(Nc1nc2cc3c(cc2s1)OCCO3)c1ccc([N+](=O)[O-])o1,0.2,14.6,2.9,-1.6,6.0,-4.4,3.3,6.2,2.5
Cc1ccc(OCC(=O)N2CCc3ccccc3C2)c(Br)c1,-2.6,2.3,0.4,-2.2,0.6,-1.3,-1.8,-2.3,-1.4
Cc1ccc2nc(N3CC(C)OC(C)C3)nc(-c3ccccc3)c2c1 (stereo not drawn),0.1,4.8,2.5,1.6,5.0,1.5,4.7,3.7,0.3
COc1ccc(Cl)cc1NC(=O)C/C(C)=N/NC(=O)c1ccccc1Cl,-0.7,4.5,2.5,-1.4,-0.1,-0.6,5.5,1.8,-1.3
COCCn1c(-c2ccccc2)nc2oc3ccccc3c(=O)c2c1=O,1.6,3.3,-1.7,-2.1,9.4,1.5,3.0,1.2,3.3
O=C(N1CCN(Cc2ccc3c(c2)OCO3)CC1)C(Cl)(Cl)Cl,1.3,6.9,-1.6,-2.8,5.1,0.6,7.9,-0.8,10.4
Cc1ccc(N)c([N+](=O)[O-])c1,0.9,nt,nt,nt,5.0,nt,3.8,3.2,2.0
FC(F)(F)c1cc(C(F)(F)F)c2ccc(N3CCOCC3)nc2n1,-3.8,1.8,2.4,2.3,4.7,-2.9,-4.2,-0.6,3.7
Cc1cccc(C)c1NC(=O)CN(C)CC(=O)Nc1ccccc1Oc1ccccc1,0.6,-1.2,-0.3,-0.5,1.2,1.4,1.0,-1.1,6.4

# More results:
SMILES,PAD4 FP inh,Fam108B counter,GSTO1 inh,TPT1 inhibitor,BCLXL inh,MEX-5 binding,GLD-1 RNA inh,PME-1 primary,MCL1 BIM primary
Cc1ccc(S(=O)(=O)N2CCCC2C(=O)NCc2ccco2)cc1 (stereo not drawn),3.8,-2.7,-0.5,0.7,4.8,-1.4,1.0,-4.6,3.7
c1ccc(-c2nn3c(-c4ccco4)nnc3s2)nc1,-4.7,1.0,7.4,3.3,4.4,-2.4,5.2,7.6,19.1
Clc1cccc(Cl)c1CO/N=C/c1cccs1,3.9,-2.6,-8.9,-1.1,4.9,-2.1,4.2,-0.8,8.3
COc1cc(SC)ccc1C(=O)Nc1ccccn1,1.5,0.0,0.4,-0.3,3.0,-0.7,-4.4,-11.6,9.3
CC1(C)CCC(=O)N(c2ccccc2)C1=O,4.4,2.4,5.0,-2.0,4.5,-1.4,3.1,-6.8,0.9
O=C(N/N=C/C=C/c1ccccc1)c1cccc(Br)c1,-4.4,0.6,-3.7,0.5,0.9,2.0,3.0,-14.7,0.2
CC(C)(C)NC(=O)CN(Cc1ccccc1)S(=O)(=O)c1ccccc1,1.5,-2.5,-3.2,0.0,2.9,0.9,-4.5,2.4,3.0
COC(=O)CN(C(=O)CSc1nnc(-c2cccc(OC)c2)o1)c1ccc(OC)cc1,-0.8,1.1,12.9,-16.3,-1.5,-0.8,0.5,1.4,-2.8
COc1cc(NC(=O)CN2C(=O)COc3ccc(S(=O)(=O)N4CCCC4)cc32)cc(OC)c1,-6.0,-2.5,4.0,6.2,6.5,-2.2,-0.6,6.6,0.4
CCOC(=O)c1cnn(Cc2ccccc2Cl)c1N,-0.4,3.1,1.1,1.3,2.0,-1.0,9.5,0.2,0.7
CCOc1ccccc1C(=O)Nc1cc(C(=O)NCCc2ccccc2)ccc1Cl,-1.8,1.4,4.4,-2.5,3.4,-0.7,-0.8,7.7,7.3

# The list is partial; rates above refer to the full screens.
